RGS4 inh – inhibitors of human RGS4 | P49798 | HEK293 M3R/RGS4 inducible, Fluo-4 calcium flux; active compounds read high; triggered by carbachol at its EC20 | B-score at 10 µM | 0.45% of 310,000 active | AID 463165;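 active = B-score, a plate-corrected calcium signal, over three deviations above library mean, with baseline fluorescence within five deviations of library mean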;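 note: RGS4 expression induced by doxycycline in cells with stable M3 receptor; B-score is computed from the integrated fluorescence ratio over baseline after carbachol; higher B-score means a larger calcium signal and so more RGS4 inhibition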
Target sequence (P49798 whole entry, looked up): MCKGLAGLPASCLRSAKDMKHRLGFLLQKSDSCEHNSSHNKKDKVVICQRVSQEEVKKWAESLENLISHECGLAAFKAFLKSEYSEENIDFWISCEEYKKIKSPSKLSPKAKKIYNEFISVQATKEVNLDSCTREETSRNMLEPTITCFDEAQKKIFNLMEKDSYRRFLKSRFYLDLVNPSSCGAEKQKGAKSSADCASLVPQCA
TRPC6 inh – blocks the mouse TRPC6 cation channel | Q61143 | HEK293-TRPC6, membrane potential dye, ACh-evoked depolarization; active compounds read low | B-score at 10 µM | 1.1% of 310,000 active;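 active = B-score under library mean minus 3 SD, initial fluorescence not abnormally high, positive integrated signal ratio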;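 note: B-score derived from integrated fluorescence ratio over the kinetic read; more negative B-score means stronger inhibition of depolarization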
TRPC4 inh – inhibitors of mouse TRPC4 channel. Q9QUQ5. AID 2247. 0.39% of 300,000 active. B-score at 10 µM. HEK293 TRPC4beta/mu-opioid, DAMGO-evoked Fluo4 calcium flux; active compounds read low;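 active = B-score over 3 SD under the library average, no early fluorescence shift, positive overall ratio signal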
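material = TRPC4beta/mu-opioid receptor HEK293 cell line | probe or stimulus = sequential submaximal and maximal DAMGO stimulation | compound dosing = one concentration per compound | measured by = Fluo4 Ca2+ flux fluorescence | evaluation = integrated fluorescence ratio relative to baseline, converted to per-well B score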
MrgX1 antagonist – antagonists of human MrgX1 receptor; Q96LB2; B-score at 10 µM; MRGX1-HEK293 calcium flux, Fluo-4, BAM8-22 antagonism; active compounds read low; AID 588676; 1.3% of 310,000 active;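 active = calcium-response B-score plate-corrected more than 3 library SD below zero, starting fluorescence within 5 deviations, no agonist response on first addition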;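 note: peak minus trough fluorescence over baseline after final BAM8-22 challenge near maximal dose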
Target sequence (Q96LB2 whole entry, looked up): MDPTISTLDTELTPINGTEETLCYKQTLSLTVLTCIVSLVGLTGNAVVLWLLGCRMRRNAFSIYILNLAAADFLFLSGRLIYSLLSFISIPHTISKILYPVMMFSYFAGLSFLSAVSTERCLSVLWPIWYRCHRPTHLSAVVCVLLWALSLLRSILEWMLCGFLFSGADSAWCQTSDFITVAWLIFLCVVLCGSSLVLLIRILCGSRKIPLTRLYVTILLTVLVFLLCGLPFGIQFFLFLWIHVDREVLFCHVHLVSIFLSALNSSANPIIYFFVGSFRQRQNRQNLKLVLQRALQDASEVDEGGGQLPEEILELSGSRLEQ
TRPC6 activator – activators of mouse TRPC6 channel | Q61143 | HEK293-TRPC6 membrane potential dye fluorescence; active compounds read high | B-score at 10 µM | 0.13% of 310,000 active | AID 2550;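 active = B-score of the integrated fluorescence ratio above library mean plus 3 SD, and starting fluorescence ratio within library mean plus 5 SD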;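 note: higher score means more depolarization so channel activation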
TRPC4 agonist – TRPC4 (mouse) channel activation | Q9QUQ5 | HEK293 TRPC4beta/mu-opioid, Fluo4 calcium fluorescence; active compounds read high | B-score at 10 µM | 0.49% of 310,000 active | AID 2237;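 active = B-score above 5 SD of library B-scores, and initial fluorescence ratio not above library mean plus 5 SD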;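 note: positive B-score marks a calcium rise read as TRPC4 activation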
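Assay system – TRPC4beta and mu-opioid receptor HEK293 stable cells · Measured by – Fluo4 fluorescence, kinetic · Schedule – dye loading 45 min room temperature, 110 s kinetic read · Read-out – B-scored integrated calcium fluorescence ratio · Controls – buffer and maximal DAMGO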
MrgX1 PAM – human MrgX1 positive allosteric modulation, primary screen. Q96LB2. MrgX1-HEK293, Fluo-4 calcium flux, FDSS; active compounds read high. B-score at 10 µM. 0.63% of 310,000 active. AID 588675;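 active = plate-corrected calcium response at least 3 library SD above typical, normal starting fluorescence, not activating the receptor alone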;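 note: compound read alongside a low EC10 to EC30 dose of BAM8-22 agonist; peak minus trough fluorescence over baseline measured at the second addition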
TMEM16A act – activates or potentiates the mouse TMEM16A chloride channel; Q8BHY3; HEK293 TMEM16A/YFP-H148Q/I152L, iodide quench fluorescence; active compounds read low; B-score at 10 µM; 0.3% of 340,000 active;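 active = fluorescence-ratio B-score plate-corrected deviation score at least 3 library SD below zero, with starting fluorescence score within 5 deviations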;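 note: channel opened by trigger with iodide after compound preincubation; score built on the fluorescence ratio of max minus min over baseline; more negative score means more quench and so TMEM16A activation or potentiation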
ANO1 block – blocks the mouse calcium-activated chloride channel TMEM16A; 1.2% of 310,000 active; normalized B-score (activity score, 25-100; higher = stronger inhibition) at 10 µM; HEK293 TMEM16A/YFP iodide influx fluorescence, ionomycin;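 active = ratio plate-corrected score three or more library SD toward inhibition, starting fluorescence score within five deviations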;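 note: score derived from kinetic fluorescence span divided by baseline fluorescence per well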
TRPC4 PAM – TRPC4 (mouse) allosteric potentiation. HEK293 TRPC4beta/mu-opioid, DAMGO EC20, Fluo-4 Ca2+ flux; active compounds read high. 0.42% of 310,000 active. Q9QUQ5. AID 2227. B-score at 10 µM;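 active = B-score of calcium response area above 5 SD of library B-scores, with initial fluorescence ratio within 5 SD of library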;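 note: B-score of integrated fluorescence ratio over time as area under calcium response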
MrgX1 agonist – activates human MrgX1 receptor signaling; MrgX1-HEK293 cells, Fluo-4 calcium fluorescence, agonist mode; active compounds read high; B-score at 10 µM; 0.44% of 310,000 active; AID 588627;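 active = calcium response B-score plate-corrected fluorescence ratio at least 3 library SD, with starting fluorescence B-score inside 5 SD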
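Assay system: MrgX1-expressing HEK293 cells / Amount: fifteen thousand cells per well / Doses: test compound in the initial addition of three / Timing: cells plated overnight, dye loaded 0.5 h 37 °C, 0.5 h room temperature / Technique: kinetic calcium dye fluorescence, Fluo-4 NW / Control set: positive and negative controls per plate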
The depositor's hits bear a star; i = inactive; . = not tested or not shown.

Order of results – RGS4 inh | TRPC6 inh | TRPC4 inh | MrgX1 antagonist | TRPC6 activator | TRPC4 agonist | MrgX1 PAM | TMEM16A act | ANO1 block | TRPC4 PAM | MrgX1 agonist
> CCOC(=O)C1=C(c2ccccc2)N=C2SCC(=O)N2C1c1ccc(OCC)c(OCC)c1 (stereo not given)
 : i | i | i | i | i | i | i | i | i | i | i
> COc1ccc2c(C)cc(=S)[nH]c2c1
 : i | i | i | . | i | i | . | i | . | i | .
> CN1C[C@H](C(=O)N[C@]2(C)O[C@@]3(O)[C@@H]4CCCN4C(=O)[C@H](Cc4ccccc4)N3C2=O)CC2c3cccc4[nH]cc(c34)C[C@H]21 (stereo not given in full)
 : . | . | . | i | . | . | i | i | i | . | i
> Fc1ccccc1-c1nc(NC2CCCC2)c2ccccc2n1
 : i | i | i | i | i | i | i | i | i | i | i
> CC(C(=O)NCCc1ccc(S(N)(=O)=O)cc1)N1C(=O)CC(C)(C)Sc2ccccc21 (stereo not given)
 : i | i | i | i | i | i | i | i | i | i | i
> O=C(N/N=C/c1ccc(OC(=O)c2ccccc2)cc1)c1ccc(CN2CCOCC2)cc1
 : i | i | i | i | i | i | i | i | i | i | i
> Cc1ccccc1C(=O)c1c[nH]c(C(=O)N2CCN(c3ccccc3F)CC2)c1
 : i | i | i | i | i | i | i | i | i | i | i
> CCC(c1ccccc1)c1nnc(NC(=O)c2ccco2)s1 (stereo not given)
 : i | i | i | i | i | i | i | i | i | i | i
> CCCCc1ccc(-c2ccc(Br)cc2O)nc1
 : i | i | i | i | i | i | i | i | i | i | i
> COc1ccccc1NC(=O)N1CCCC1C(=O)NC12CC3CC(CC(C3)C1)C2 (stereo not given)
 : i | i | i | i | i | i | i | i | i | i | i
> COc1cc(CNCCN2CCOCC2)ccc1OCc1ccccc1Cl
 : i | i | i | i | i | i | i | i | i | i | i
> CC(=O)Nc1ccc(N2N=C(C)C(N=Nc3ccccc3)C2=O)cc1 (stereo not given)
 : i | i | i | i | i | i | i | i | i | i | i
> O=C(Nc1ccnn1C1CCN(C(=O)c2cccc(Cl)c2)CC1)C1CCOC1 (stereo not given)
 : i | i | i | i | i | i | i | i | i | i | i
> Cc1nc2ccccc2c(=O)n1NC(=O)c1c(F)cccc1F
 : i | i | i | i | i | i | i | i | i | i | i
> C=CCn1c(CCC(O)CCCCC)n[nH]c1=S (stereo not given)
 : i | i | i | i | i | i | i | i | i | i | i
> CCOC(=O)/C(=C/c1c(C)n(C)c2ccc([N+](=O)[O-])cc12)C(C)=O
 : i | i | i | i | i | i | i | i | i | i | i
> O=C(NCCc1ccccc1)NC1CCCCC1
 : i | i | i | -4.8* | i | i | i | i | i | i | i
> CCOC(=O)c1cnc2ccc(C(=O)OC)cc2c1NCCN1CCOCC1
 : i | i | i | i | i | i | i | i | i | i | i
> Cc1ccc(OCC(=O)NC(=S)Nc2ccccn2)c(Br)c1
 : i | i | i | i | i | i | i | i | i | i | i
> CCOc1ccccc1NC(=O)CSc1n[nH]c(N)n1
 : i | i | i | i | i | i | i | i | i | i | i
> COCC(C)n1c(SCC(=O)NNC(=O)c2ccc(F)cc2)nc2ccccc2c1=O (stereo not given)
 : i | i | i | i | i | i | i | i | i | i | i
> C/C(=N\NC(=O)c1cc(C)[nH]n1)c1ccc(-c2ccccc2)cc1
 : i | i | i | i | i | i | i | i | i | i | i
> O=C(Nc1ccc(S(=O)(=O)Nc2ncccn2)cc1)c1ccc(Br)s1
 : i | i | i | i | i | i | i | i | i | i | i
> Cc1oc(-c2ccc(Cl)cc2)nc1CN1CCC(C(=O)NCC2CCCO2)CC1 (stereo not given)
 : i | i | i | i | i | i | i | i | i | i | i
> COc1ccc(-c2cc(C3CCN(Cc4ccc([N+](=O)[O-])cc4)CC3)[nH]n2)cc1
 : i | i | i | i | i | i | i | i | i | i | i
> CC(=O)N1CCc2cc(S(=O)(=O)NCCC(=O)N3CCN(c4ccccn4)CC3)ccc21
 : i | i | i | i | i | i | i | i | i | i | i
> CCN1CCN(C(=S)NC(C)c2ccccc2)CC1 (stereo not given)
 : i | i | i | i | i | i | i | i | i | i | i
> CCOc1ccc(Cn2c3ccc(OC)cc3c3nc4ccccc4nc32)cc1OC
 : i | i | i | i | i | i | i | i | i | i | i
> COC(=O)C(=Cc1ccccc1[N+](=O)[O-])C(=O)OC
 : i | i | i | i | i | i | i | i | i | i | 50*
> CC(Cc1ccccc1)N1C(=O)c2cccc([N+](=O)[O-])c2C1=O (stereo not given)
 : i | i | i | i | i | i | i | i | i | i | i
> COc1ccccc1NC(=O)C(=O)c1cn(CC(=O)N2CCOCC2)c2ccccc12
 : i | i | i | i | i | i | i | i | i | i | i
> O=C(Nc1ncc2c(n1)CC(c1ccc(Cl)cc1)CC2=O)c1ccco1 (stereo not given)
 : i | i | i | i | i | i | i | i | i | i | i
> Cc1ccc(S(=O)(=O)Nc2ccc3c(c2)nc2n3CCN(Cc3ccccc3)C2)cc1
 : i | i | i | i | i | i | i | i | i | i | 34*
> Fc1ccccc1NC(=S)N(CCN1CCCCC1)Cc1ccco1
 : i | i | i | i | i | i | 11.2* | i | i | i | i
> Brc1ccccc1OCCCN1CCOCC1
 : i | i | i | i | i | i | i | i | i | i | i
> Fc1ccc(NCc2nnc(SCc3nnc(-c4ccccc4)o3)n2Cc2ccccc2)cc1
 : i | i | i | i | i | i | i | i | i | i | i
> CCOc1ccc2ccccc2c1C1NC(=O)NC(C)=C1C(=O)OCCOC (stereo not given)
 : i | i | i | i | i | i | i | i | i | i | i
> CCOC(=O)c1c(NC(=O)COC(=O)Cn2cnc3c2c(=O)n(C)c(=O)n3C)sc(C)c1CC
 : i | i | -7* | i | i | i | i | i | i | i | i
> O=C(NCCc1ccc(Cl)cc1)Nc1ccc(F)cc1
 : i | i | i | i | i | i | i | i | i | i | i
> COc1ccc(N2CCN(CCNC(=O)c3ccc4nc5ccccc5c(=O)n4c3)CC2)cc1
 : i | i | i | . | i | i | . | i | . | i | .
> Cc1ccc(N=N/C(=C\O)C(=O)c2ccncc2)cc1
 : i | i | i | i | i | i | i | i | i | i | i
> Cc1ccccc1N(CC(=O)NC1CCCC1)C(=O)C1(C)CC(=O)N=C2C=CC(Cl)=CN21 (stereo not given)
 : i | i | i | i | i | i | i | i | i | i | i
> CCOC(=O)c1ccccc1NC(=O)Cn1c(-c2nonc2N)nc2ccccc21
 : i | i | i | i | i | i | i | i | i | i | i
> COc1ccc(CN(C)C(=O)c2ccc(Oc3ccccc3)cc2)cc1F
 : i | i | i | i | i | i | i | i | i | i | i
> O=C(Nc1ccccn1)c1ccc(-c2ccccc2)cc1
 : i | i | i | i | i | i | i | i | i | i | i
> Cc1ccc(C(c2nnnn2C2CCCC2)N2CCc3ccccc32)cc1 (stereo not given)
 : i | i | i | i | i | i | i | i | i | i | i
> O=C(NC1CC1)C1=C[C@H](c2csc3ccccc23)C[C@H](OCc2ccc(CO)cc2)O1
 : i | i | i | i | i | 113* | i | i | i | i | i
> C=CCNCCCCOc1ccccc1
 : i | i | i | i | i | i | i | i | i | i | i
> CCN(C(=O)CSc1nnc(Cc2ccccc2F)n1N)C1CCS(=O)(=O)C1 (stereo not given)
 : i | i | i | i | i | i | i | i | i | i | i
> Cc1cc(C)n(-c2ncnc3ccccc23)n1
 : i | i | i | i | i | i | i | i | i | i | i
> CCOc1cccc(C(=O)Nc2nccs2)c1
 : i | i | i | i | i | i | i | i | i | i | i
> CCN1C(=O)[C@H]2[C@@H](c3ccc(Cl)cc3)N3C(=O)CN(CCOC)C(=O)[C@@]3(Cc3ccccc3)[C@H]2C1=O
 : i | i | i | i | i | i | i | i | i | i | i
> COC(=O)/C(=C1/Oc2cc3c(cc2S1)OCO3)C(F)(F)F
 : i | i | i | i | i | i | i | i | i | i | i
> COc1ccc2[nH]c(=O)c(CN(C(C)=O)c3ccc(C)cc3C)cc2c1
 : i | i | i | i | i | i | i | i | i | i | i
> CCCC1CC(C#N)N(N(C)C)C1=C(C#N)C#N (stereo not given)
 : i | i | i | i | i | i | i | i | i | i | i
> COc1ccc(-c2nnc(SCC(=O)Nc3ncc(C(F)(F)F)cc3Cl)n2CC(C)C)cc1
 : i | i | i | i | i | i | i | i | i | i | i
> Cc1ccc2nc(Cl)c(CNCc3ccccc3)cc2c1
 : i | i | i | i | i | i | i | i | i | i | i
> COc1ccc(N2CCN(c3nc(-c4cccs4)nc4ccccc34)CC2)cc1
 : i | i | i | i | i | i | i | i | i | i | i
> Nc1ccc2nc(-c3cccs3)[nH]c2c1
 : i | i | i | i | i | i | i | i | i | i | i
> Cc1ccc(CN(C)C(=O)c2ccccc2Sc2ccccc2C#N)cc1
 : i | -5.07* | i | i | i | i | i | i | i | i | i

Next part.
Order of results – RGS4 inh | TRPC6 inh | TRPC4 inh | MrgX1 antagonist | TRPC6 activator | TRPC4 agonist | MrgX1 PAM | TMEM16A act | ANO1 block | TRPC4 PAM | MrgX1 agonist
> NS(=O)(=O)c1ccc(CNC(=O)C2(c3ccc(Cl)cc3)CC2)cc1
 : i | i | i | i | i | i | i | i | i | i | i
> COc1ccc(C(NC(=O)C(C)C)c2ccc3cccnc3c2O)cc1 (stereo not given)
 : i | i | i | i | i | i | i | i | i | i | i
> COc1ccc(/C=C2\SC(=S)N(C(Cc3ccccc3)C(=O)O)C2=O)cc1 (stereo not given)
 : i | i | -8* | . | i | i | . | i | . | i | .
> NC(=O)c1ccsc1NC(=O)COC(=O)C1CCCN1C(=O)c1cccs1 (stereo not given)
 : i | i | i | i | i | i | i | . | i | i | i
> COc1ccc(N2C(=O)C3C4C=CC(CC4)C3C2=O)c([N+](=O)[O-])c1 (stereo not given)
 : i | i | i | i | i | i | i | i | i | i | i
> O=C(NNC(=O)C1C2C=CC(C2)C1C(=O)O)c1ccccc1 (stereo not given)
 : i | i | i | i | i | i | i | i | i | i | i
> C[C@@H](C(=O)NCC1CC1)[C@@H]1C[C@@]1(C)[C@@H](NC(=O)OCc1ccccc1)c1ccccc1
 : i | i | i | i | i | i | i | i | i | i | i
> Cc1ccc(NS(=O)(=O)c2ccc(N/N=C/c3ccncc3)c([N+](=O)[O-])c2)c(C)c1
 : i | i | i | i | i | i | i | i | i | i | i

Screening results: PubChem, Johns Hopkins Ion Channel Center
